aSyn yeast rescue – qHTS of alpha-syn Inhibitors: NCGC Sytravon Library Screen. S. cerevisiae alpha-synuclein toxicity rescue, BacTiter-Glo growth, 24 h. Potency, µM (titrated, usually from 46.1 µM), for inactives: at the top dose growth rescue (activation), usual class: activators. 94,000 tested, 0.02% active. AID 1347070, 2019; active = well fitted activation curve with a large enough effect; also: 0% is about no effect
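Growth restoration measured by BacTiter-Glo luminescence after 24 hr at 30 deg C; alpha-synuclein yeast, raffinose-pregrown to mid-log, were added at OD600=0.02 in galactose medium onto pinned compounds.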
Numbers without * were called inactive; & = joins results of further samples; [ ] = another dose, or the depositor's remark. Potency is read from the fitted curve at half-maximal effect.

COc1c(Cl)cc(C(=O)Nc2cccnc2)cc1Cl was read as aSyn yeast rescue -7.6%.
For COc1ccc(NC(=O)c2ccc(C(=O)Nc3ccc(OC)cc3OC)cc2)c(OC)c1 the results were aSyn yeast rescue 5.9%.
COc1ccc(-c2nsc(NC(=O)COc3ccc(C)c(C)c3)n2)cc1 was read as aSyn yeast rescue -11.1%.
Screening COc1ccc(-c2cn(-c3cccc(C)c3)c(=O)[nH]2)cc1OC returned aSyn yeast rescue -0.1%.
CCOC(=O)C1(CC2CCCCO2)CCN(C(=O)Nc2ccc(C)c(C)c2)CC1 (configuration not stated) was read as aSyn yeast rescue 5.6%.
Screening CC(C)c1nc2ccc(C(=O)NCCCN3CCN(c4ccc(F)cc4)CC3)cc2o1 returned aSyn yeast rescue -26.2%.
Screening O=C(Nc1cccc(C(=O)N2CCN(c3ccccc3F)CC2)c1)c1nsc2ccccc12 returned aSyn yeast rescue 4.9%.
`COCCNC(=S)N(C)[C@H]1C[C@H]2c3cc(N4CCN(C)CC4)ccc3CCN2C(=O)[C@H]1[C@H](C)O` gave aSyn yeast rescue -1.7%.
CN1CCn2cnc(C(=O)NCC(=O)OC(C)(C)C)c2C1=O was read as aSyn yeast rescue 2.2%.
For CC/C(=N\NC(=O)CCC(=O)NCc1ccccc1)c1ccc(O)cc1 the results were aSyn yeast rescue 0.0%.
For CCOc1ccc(-c2csc(NNC3=NCCCCC3)n2)cc1 the results were aSyn yeast rescue -13.2%.
`N#CCCC(C#N)(c1cccnc1)N1CCOCC1` (configuration not stated) gave aSyn yeast rescue -10.0%.
`CC1=C(C(=O)N2CCOCC2)CC(CC(=O)NCCN2CCOCC2)C(=O)N1Cc1ccc(F)cc1` (configuration not stated) gave aSyn yeast rescue 14.0%.
COc1ccc(-n2ncc3c(=O)n(CC(=O)Nc4ccc5c(c4)OCCO5)cnc32)cc1 was read as aSyn yeast rescue -3.6%.
CCOc1ccc(CCNC(=O)c2cc3cccc4c3n2CCS4)cc1 was read as aSyn yeast rescue -17.2%.
Screening CCOC(=O)c1cccc(NC(=O)Cc2ccc(NC(=O)N3CCCCc4ccccc43)cc2)c1 returned aSyn yeast rescue 0.8%.
Screening COc1ccccc1/C=N/NC(=O)C(=O)NCc1cccnc1 returned aSyn yeast rescue -11.6%.
`COc1cccc(CNC(=O)c2cc(C)nc3c2c(C)nn3-c2ccc(C)cc2)c1` gave aSyn yeast rescue -11.6%.
For CCc1cccc(C)c1NC(=O)c1ccc2c(c1)CCN2S(=O)(=O)CC the results were aSyn yeast rescue -10.1%.
For Cc1nc2cc(C(=O)NC3CCCCCC3)ccc2n1-c1ccc(Br)cc1 the results were aSyn yeast rescue 10.5%.
Cc1nn(C(C)C(=O)NCCc2ccccc2)c(=O)c2c1sc1ccccc12 (configuration not stated) was read as aSyn yeast rescue 13.5%.
Screening NC(=O)C1(N2CCCCC2)CCN(C(=O)c2ccccc2)CC1 returned aSyn yeast rescue -9.2%.
For Cc1ccc(C2(C)NC(=O)N(CC(=O)N3CCN(S(=O)(=O)c4ccc(Cl)s4)CC3)C2=O)cc1 (configuration not stated) the results were aSyn yeast rescue -3.3%.
For COc1ccc(C(=O)NCc2ccc3c(c2)CCN3C(=O)c2ccc(C)cc2)cc1 the results were aSyn yeast rescue -19.4%.
For CCOC(=O)c1csc(CCNC(=O)c2ccccc2)n1 the results were aSyn yeast rescue 11.6%.
Cc1cc(C)cc(-n2ccn(CC(=O)Nc3ccccc3C(F)(F)F)c(=O)c2=O)c1 was read as aSyn yeast rescue 2.2%.
For Cc1ccccc1NC(=O)CN1C(=O)NC(C)(CCc2ccccc2)C1=O (configuration not stated) the results were aSyn yeast rescue -4.7%.
`CCOc1ccccc1NC(=O)C1=C(C)Nc2ncnn2C1c1ccco1` (configuration not stated) gave aSyn yeast rescue -6.1%.
CCCCOc1ccc(CNC(=O)C2COc3ccc(OC)cc3C2)cc1 (configuration not stated) was read as aSyn yeast rescue 2.3%.
COCCn1c(=S)[nH]c2ccccc21 was read as aSyn yeast rescue 1.2%.

Structural class, the compounds so far containing a thiophene ring, fused or not (2)
Cc1nn(C(C)C(=O)NCCc2ccccc2)c(=O)c2c1sc1ccccc12 (configuration not stated) was read as aSyn yeast rescue 13.5%.
For Cc1ccc(C2(C)NC(=O)N(CC(=O)N3CCN(S(=O)(=O)c4ccc(Cl)s4)CC3)C2=O)cc1 (configuration not stated) the results were aSyn yeast rescue -3.3%.

Remaining list, next part.
`CC(=O)c1ccc(OCC(C)Oc2ccc(C#N)cc2)cc1` (configuration not stated) gave aSyn yeast rescue 6.6%.
Cc1cc(NC(=O)CSc2nnc3ccc(-c4ccc(F)cc4)nn23)no1 was read as aSyn yeast rescue 4.5%.
Screening Cc1cccc(NS(=O)(=O)c2ccc(C(=O)N3CCCC3)cc2)c1C returned aSyn yeast rescue -3.8%.
Screening CC(C)N(CCNCc1nnc(-c2ccccc2)o1)C(C)C returned aSyn yeast rescue 12.9%.
For Cc1ccc(NS(=O)(=O)c2ccc(-n3cccn3)cc2)cc1Cl the results were aSyn yeast rescue 2.5%&-2.8%.
Screening CCOc1ccccc1C(=O)NCC(=O)NCCc1ccc(S(N)(=O)=O)cc1 returned aSyn yeast rescue -14.5%.
Cc1cccc(OCC(=O)Nc2ccc3c(c2)nc(CN2CCCCC2)n3C)c1 was read as aSyn yeast rescue -4.6%&-11.2%.
For O=C(NCc1ccc2c(c1)OCO2)c1cc(-c2ccncc2)nc2ccccc12 the results were aSyn yeast rescue 2.9%.
Screening CN1CCC(N(C)S(=O)(=O)c2ccc(NC(=O)COc3ccc(Br)cc3Cl)cc2)CC1 returned aSyn yeast rescue -2.4%.
Cc1ccc(CNC(=O)C2CCCN(c3nc4ccsc4c(=O)s3)C2)cc1 (configuration not stated) was read as aSyn yeast rescue 5.2%.
For Cc1cc(NC(=O)CCC(=O)N(c2ccc(F)cc2)C(C(=O)NC2CCCC2)c2ccccc2)no1 (configuration not stated) the results were aSyn yeast rescue 2.8%.
CCOC(=O)c1[nH]c(C)c(CCC(=O)NCc2cccc(C)c2)c1C was read as aSyn yeast rescue -2.9%.
CCc1ccccc1-n1c2c(cc(-c3nc(-c4ccc(Cl)cc4)cs3)c1=O)C(=O)CC(C)(C)C2 was read as aSyn yeast rescue -3.7%.
COc1cccc(C(=O)NNC(=O)C(=O)Nc2cccc(Cl)c2C)c1 was read as aSyn yeast rescue -12.0%.
`COC(=O)c1c(Oc2ccc(C(C)=O)cc2)nnc(-c2ccccc2)c1-c1ccccc1` gave aSyn yeast rescue -12.9%.
For CCOc1ccc(-c2nnc(SCC(=O)NC3CCCC3)nc2-c2ccc(OCC)c(OC)c2)cc1OC the results were aSyn yeast rescue 3.3%.
For O=C(Cn1ncc2ccc(Cl)cc21)NCc1ccc(F)cc1 the results were aSyn yeast rescue -9.7%.
`O=c1cnn(Cc2c(Cl)cccc2Cl)c2ccccc12` gave aSyn yeast rescue -5.0%.
Screening CC1CCc2onc(C(=O)N3CCN(c4ccc(Cl)cc4)CC3)c2C1 (configuration not stated) returned aSyn yeast rescue -15.2%.
Screening CCn1c2c(c(=O)n3ncc(C(=O)Nc4ccc(F)c(Cl)c4)c13)CN(Cc1ccc(OC)cc1)CC2 returned aSyn yeast rescue -7.6%.
Screening CC(=O)c1cccc(NC(=O)Cn2nc(C)n3cccc3c2=O)c1 returned aSyn yeast rescue -1.8%.
`CCOc1ccc(OCC)c(NC(=O)C2CCCN(S(=O)(=O)c3ccc4c(c3)oc(=O)n4C)C2)c1` (configuration not stated) gave aSyn yeast rescue -10.2%.
For CS(=O)(=O)c1cccc(C(=O)N(CCc2ccccc2)Cc2cccs2)c1 the results were aSyn yeast rescue 2.7%.
CCOc1ccccc1-c1noc(CCCC(=O)Nc2cccc(C(F)(F)F)c2)n1 was read as aSyn yeast rescue 4.7%.
Screening Cc1ccc(C(=O)Nc2ccc(NC(=O)c3ccccc3Cl)c(C)c2)cc1 returned aSyn yeast rescue -5.5%.
COc1ccc(CCn2nnc3ccccc3c2=O)cc1OC was read as aSyn yeast rescue -1.4%.
Screening CN(CC(=O)Nc1ccc(Cl)cc1)CC(=O)Nc1sc2c(c1C(N)=O)CCC2 returned aSyn yeast rescue 5.1%.
For CC1N=C2c3ccccc3N=C(SCC(=O)NCc3ccc(Cl)cc3)N2C1=O (configuration not stated) the results were aSyn yeast rescue -0.7%.
Screening CCN(CC(=O)Nc1ccc(OC)cc1)C(=O)c1ccc2c(c1)NC(=O)C(C)S2 (configuration not stated) returned aSyn yeast rescue 6.1%.
Screening CC(=O)c1ccc(NC(=O)c2noc3c2CSc2ccccc2-3)cc1 returned aSyn yeast rescue -0.1%.
Cc1ccc(C2(C)NC(=O)N(CC(=O)N(Cc3ccccc3)C(C)(C)C)C2=O)cc1 (configuration not stated) was read as aSyn yeast rescue 5.2%.
Screening CN1CCn2cnc(C(=O)Nc3ccc(Cl)cc3)c2C1=O returned aSyn yeast rescue 12.3%.
For CCN(Cc1ccccc1)S(=O)(=O)c1ccc(C(=O)N(CCCN(C)C)c2nc3c(C)c(C)ccc3s2)cc1 the results were aSyn yeast rescue -17.0%.
Screening O=C(CSc1nc2ccsc2c(=O)n1Cc1ccc(F)cc1)NCc1ccc(Cl)cc1 returned aSyn yeast rescue -4.8%.
For CC1CCCCC1NC(=O)CN(C)S(=O)(=O)c1cccc2cccnc12 (configuration not stated) the results were aSyn yeast rescue -0.4%.
For C#CCOc1ccc(CNC[C@H]2O[C@@H](n3ccc(N)nc3=O)[C@H](O)[C@@H]2O)cc1 the results were aSyn yeast rescue -2.0%.
`COc1cccc(CNC(=O)Nc2cn(CC(C)C)c(=O)c3ccccc23)c1` gave aSyn yeast rescue -0.6%.
For CC(C)Cc1ccc(S(=O)(=O)Nc2ccc3[nH]c(=O)[nH]c3c2)cc1 the results were aSyn yeast rescue -7.0%.
COc1ccccc1/C=C1\SC(=S)N(CCC(=O)Nc2ccc(C(=O)O)c(O)c2)C1=O was read as aSyn yeast rescue 10.6%.
For CCCOc1ccc(C2C(=O)N(C3CCC(C)CC3)CC(=O)N2CCc2ccccc2)cc1OC (configuration not stated) the results were aSyn yeast rescue 0.5%.
For Cc1occc1C(=O)NC1CCCCCCC1 the results were aSyn yeast rescue -49.1%[inhibitor].
Screening Cc1cc(C)c(OCC(=O)N(Cc2ccco2)Cc2ccco2)c(C)c1 returned aSyn yeast rescue 5.6%.
For CC1CCCCN1S(=O)(=O)c1cc2c3c(c1)CC(=O)N3CCC2 (configuration not stated) the results were aSyn yeast rescue 2.6%.
O=C(O)c1cc2ccc(O)cc2oc1=O was read as aSyn yeast rescue 4.2%.
For C=Cc1ccc(CN2C(=O)c3ccccc3Sc3ccc(C(=O)OCc4ccco4)cc32)cc1 the results were aSyn yeast rescue -7.2%.
Screening CCNc1nc(NC(N)=S)nc(NC(C)(C)C)n1 returned aSyn yeast rescue -9.9%.
For CCc1ccccc1-n1cnc2cc(C(=O)NC3CCCCCC3)ccc21 the results were aSyn yeast rescue -3.3%.
For COc1cc(OC)c(NC(=O)Nc2nnc(N(C)C3CCCCC3)s2)cc1Cl the results were aSyn yeast rescue 5.0%.
Screening CCc1ccc(NC(=O)CC2C(=O)OCCN2CC)cc1 (configuration not stated) returned aSyn yeast rescue -87.5%[inhibitor].
For COc1ccc(C=O)cc1Cn1c(=O)n(CCC(=O)NCc2ccco2)c(=O)c2sccc21 the results were aSyn yeast rescue -2.0%.
For CC(C)N(CCc1ccncc1)C(=S)Nc1cccc(Cl)c1 the results were aSyn yeast rescue 2.9%.
CCc1ccc(CNC(=O)Cn2nc(C)c3c(C)n(-c4ccc(C)cc4)nc3c2=O)cc1 was read as aSyn yeast rescue 4.3%.
Screening COc1ccc(-c2cc(C(F)(F)F)nc(SCC(=O)NCCc3ccccc3)n2)cc1 returned aSyn yeast rescue -2.4%.
Cc1ccc(-c2nc3c(c(SCC(=O)N(C)c4ccccc4)n2)Cc2c(CO)cnc(C)c2O3)cc1 was read as aSyn yeast rescue -2.5%.
`CCCCCn1c(NCc2ccc(OC)cc2)nc2ccccc21` gave aSyn yeast rescue 1.2%.
`Cc1ccc2oc(=O)c3cnn(CC(=O)Nc4ccccc4N4CCN(C)CC4)c3c2c1` gave aSyn yeast rescue 5.6%.
`Cc1cccc(NC(=O)c2cc(S(=O)(=O)N3CCC4(CC3)OCCO4)ccc2F)c1` gave aSyn yeast rescue 8.4%.
Screening CCn1c(SCC(=O)OC)nc2sc3c(c2c1=O)CC(C)(C)OC3 returned aSyn yeast rescue -3.8%.
Cc1ncc([N+](=O)[O-])n1CC(=O)Nc1ccc(F)c(Cl)c1 was read as aSyn yeast rescue -9.7%.
Screening CC(=O)Nc1c(C(=O)Nc2cccc(C)c2)nnn1-c1ccc(C)cc1 returned aSyn yeast rescue -13.4%.
Clc1ccc(OCc2nc(-c3ccc(-n4cccc4)cc3)no2)cc1 was read as aSyn yeast rescue -10.4%.
For CN(C)c1ccc(NC(=O)CSc2nc(-c3ccco3)cc(C(F)(F)F)n2)cc1 the results were aSyn yeast rescue 3.5%.
Screening O=C(Nc1ccc(Cl)cc1)Nc1ccc(Oc2cccnc2)nc1 returned aSyn yeast rescue 3.7%.

Pulled by structure from the list above, 6 records:
Screening CC(=O)Nc1c(C(=O)Nc2cccc(C)c2)nnn1-c1ccc(C)cc1 returned aSyn yeast rescue -13.4%.
Screening O=C(Nc1ccc(Cl)cc1)Nc1ccc(Oc2cccnc2)nc1 returned aSyn yeast rescue 3.7%.
Cc1ncc([N+](=O)[O-])n1CC(=O)Nc1ccc(F)c(Cl)c1 was read as aSyn yeast rescue -9.7%.
Clc1ccc(OCc2nc(-c3ccc(-n4cccc4)cc3)no2)cc1 was read as aSyn yeast rescue -10.4%.
Screening COc1ccc(-c2cc(C(F)(F)F)nc(SCC(=O)NCCc3ccccc3)n2)cc1 returned aSyn yeast rescue -2.4%.
CCc1ccc(CNC(=O)Cn2nc(C)c3c(C)n(-c4ccc(C)cc4)nc3c2=O)cc1 was read as aSyn yeast rescue 4.3%.

These rows are one share of the data. The share of hits here may be higher or lower than overall.
